# High-throughput results: PubChem BioAssay, Vanderbilt High Throughput Screening Facility
# GluA2 TARP mod = modulators of AMPA receptor GluA2-stargazin complexes. O88602+P19491. calls only at 30 µM. hit rate 3.5% among 40,000. HEK293 GluA2+stargazin, membrane potential dye (FDSS), glutamate EC50; hits were called plate by plate, in both directions;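 active = any of four per-well response measures lying three or more SD from its plate-wide compound average, in either direction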
# Target sequence (O88602 whole entry, looked up): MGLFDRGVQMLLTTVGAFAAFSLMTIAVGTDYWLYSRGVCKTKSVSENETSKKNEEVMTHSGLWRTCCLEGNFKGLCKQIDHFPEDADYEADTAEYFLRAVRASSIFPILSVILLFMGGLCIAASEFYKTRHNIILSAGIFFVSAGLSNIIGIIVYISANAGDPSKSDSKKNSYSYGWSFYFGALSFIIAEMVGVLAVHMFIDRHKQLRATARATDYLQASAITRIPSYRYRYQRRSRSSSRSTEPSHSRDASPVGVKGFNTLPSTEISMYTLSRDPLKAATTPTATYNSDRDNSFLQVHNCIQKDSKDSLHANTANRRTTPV
# Target sequence (P19491 whole entry, looked up): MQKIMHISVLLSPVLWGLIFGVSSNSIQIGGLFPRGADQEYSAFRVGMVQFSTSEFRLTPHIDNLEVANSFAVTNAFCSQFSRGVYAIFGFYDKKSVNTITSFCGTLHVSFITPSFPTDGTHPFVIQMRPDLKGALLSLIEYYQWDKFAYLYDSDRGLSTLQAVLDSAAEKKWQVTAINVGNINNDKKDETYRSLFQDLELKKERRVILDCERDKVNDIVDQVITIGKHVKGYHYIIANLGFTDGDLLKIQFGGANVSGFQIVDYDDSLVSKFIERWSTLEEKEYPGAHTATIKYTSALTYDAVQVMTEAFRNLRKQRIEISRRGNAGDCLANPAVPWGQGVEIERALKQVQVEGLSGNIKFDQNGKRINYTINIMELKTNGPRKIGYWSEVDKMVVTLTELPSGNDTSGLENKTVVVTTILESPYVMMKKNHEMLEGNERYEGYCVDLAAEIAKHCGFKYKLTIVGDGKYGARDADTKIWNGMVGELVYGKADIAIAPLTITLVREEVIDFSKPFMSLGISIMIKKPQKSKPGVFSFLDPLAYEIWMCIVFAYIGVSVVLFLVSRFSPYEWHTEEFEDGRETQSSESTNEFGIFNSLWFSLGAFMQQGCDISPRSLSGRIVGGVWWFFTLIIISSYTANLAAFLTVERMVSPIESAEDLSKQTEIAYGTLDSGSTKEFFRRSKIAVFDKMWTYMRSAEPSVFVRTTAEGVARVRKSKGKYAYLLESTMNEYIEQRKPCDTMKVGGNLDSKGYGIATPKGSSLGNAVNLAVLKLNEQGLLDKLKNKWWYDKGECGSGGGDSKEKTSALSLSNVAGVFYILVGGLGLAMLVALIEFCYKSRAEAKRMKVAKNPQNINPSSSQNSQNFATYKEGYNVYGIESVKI
# GluA2 TARP mod agonism max-min = further read-out of GluA2 TARP mod, marked with its call; compound max-min signal; compound-alone response (agonism);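 unitless range of fluorescence divided by baseline over first 100 seconds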
# GluA2 TARP mod glutamate slope = recorded beside GluA2 TARP mod, whose call it bears; glutamate slope, % of max; measured here: glutamate response slope, % max;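 scaled per plate between vehicle wells and maximal 1 mM glutamate control wells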
# Numbers without * were called inactive; i = inactive; + = active, no number; & = joins results of further samples.
# Order of results – GluA2 TARP mod agonism max-min	GluA2 TARP mod glutamate slope	GluA2 TARP mod
> CC(=O)N1CCN(c2ccnc3c2c(=O)n(CC(=O)NCc2ccc(F)cc2)c(=O)n3C)CC1
    0.0967	76.1	i
> CC(C)c1nnc(C2CCN(S(=O)(=O)/C=C/c3ccccc3)CC2)o1
    0.0561	58.1	i
> O=C(Cn1c(Cc2ccccc2)nc2ccccc21)N1CCCCCC1
    0.0405	58.9	i
> CSc1ncccc1C(=O)NCCc1csc2nc(-c3ccccc3F)nn12
    0.11	47.5	i
> CC(=O)N1CCN(C(=O)c2cc(-c3cccs3)nc3c2c(C)nn3C2CCS(=O)(=O)C2)CC1 (stereo not drawn)
    0.0435	34.3	i
> CC(C)c1nnc(C2CCN(CC(=O)N3CCc4ccccc43)CC2)o1
    0.0578	60.1	i
> CS(=O)(=O)c1ccc(NC(=O)c2c(F)cccc2Cl)cc1
    0.0869	48.3	i
> Cc1cc(NC(=O)c2cc(Cl)ccc2Cl)n(-c2nc3c(cnn3-c3ccc(F)cc3)c(=O)[nH]2)n1
    0.114	59.7	i
> COc1ccc(OC)c(/C=C/C(=O)c2ccc(OC)cc2OC)c1
    0.0901	59.5	i
> CC(=O)c1ccc(C(=O)N(CCN2CCOCC2)c2nc3c(F)cc(F)cc3s2)cc1
    0.0992	47.9	i
> O=C(NCCNc1ccc(Nc2ccccn2)nn1)c1ccc(Br)o1
    0.139	47.1	i
> CCNC(=O)C1Cc2ccccc2N1C(=O)COC (stereo not drawn)
    0.0535	52.7	i
> CN(C)S(=O)(=O)c1ccc(C(=O)N2CCC(c3nnc(-c4ccco4)o3)CC2)cc1
    0.125	65.8	i
> CNC(=O)/C(C#N)=C1\SC(Cc2ccccc2Cl)C(=O)N1c1cccc(OC)c1 (stereo not drawn)
    0.0758	62.2	i
> Cc1nnc(C2CCN(CC(=O)NCC3CCCO3)CC2)s1 (stereo not drawn)
    0.0921	58.6	i
> Cc1cc(NC(=O)C(=O)NCc2ccccc2Cl)ccc1N1CCCC1=O
    0.042	62.4	i
> CC1CCCC1OCC(O)CN1CCc2ccccc2C1 (stereo not drawn)
    0.0374	54.2	i
> CCc1ccccc1NC(=O)C(=O)NCC(c1cccs1)N1CCOCC1 (stereo not drawn)
    0.0998	60.4	i
> COc1cc(C(C)=O)ccc1OCC(=O)Nc1c(C)nc2cc(C)ccn2c1=O
    0.0731	65.0	i
> CCOC(=O)C1CCN(CC(O)COc2ccc(C)cc2C)CC1 (stereo not drawn)
    0.061	28.4	i
> CC(C)N1CCC(CNC(=O)c2cccc(C(F)(F)F)c2)CC1
    0.0594	51.0	i
> O=C(CSc1ccccc1)N(CCN1CCOCC1)c1nc2c(F)cccc2s1
    0.054	59.7	i
> COc1ccc(CNC(=O)C(=O)NCC2CCN(C(=O)Nc3ccc(F)cc3)CC2)cc1
    0.0808	60.3	i
> CCC(=O)c1ccc(OCC(O)CN2CCN(CCO)CC2)cc1 (stereo not drawn)
    0.0359	41.8	i
> COc1ccc(CNC(=O)CSc2nc(-c3ccccc3)[nH]c2S(=O)(=O)c2ccccc2)cc1
    0.179	70.6	i
> COc1ccc2oc(=O)c(C(=O)Oc3ccc(F)cc3)cc2c1
    0.0951	67.7	i
> Cc1ccc(C(=O)Nc2ccc(S(C)(=O)=O)cc2)cc1C
    0.0962	51.6	i
> CC(=O)N1CCc2ccc(NC(=O)c3ccc(Br)o3)cc21
    0.141	57.6	i
> Cc1cnc2n(c1=O)C(CC(=O)N1CCN(C(=O)c3ccco3)CC1)CS2 (stereo not drawn)
    0.0624	43.8	i
> COc1ccc(NC(=O)NCC(C)(O)C2CC2)c(OC)c1 (stereo not drawn)
    0.103	66.0	i
> O=C(NCCn1nc(-c2ccco2)ccc1=O)Nc1ccc(Cl)cc1
    0.0321	31.5	i
> N#C/C(=C\N1CCN(Cc2ccc3c(c2)OCO3)CC1)S(=O)(=O)c1ccccc1
    0.098	59.0	i
> CCCn1c(=O)c2c(nc3n2CC(C)CN3c2cc(OC)ccc2OC)n(C)c1=O (stereo not drawn)
    0.0831	48.2	i
> CCOc1cc(C(=O)NC2CCS(=O)(=O)C2)cc(OCC)c1OCC (stereo not drawn)
    0.0559	47.9	i
> COC1CCN(S(=O)(=O)c2cc(F)ccc2F)CC1
    0.0664	59.6	i
> CCOc1ccc(NC(=O)c2sccc2N(C)S(=O)(=O)c2ccccc2)cc1
    0.107&0.0461	35.1&102.4	i
> CCCc1cc(=O)[nH]c(-n2nc(-c3ccco3)cc2NC(=O)c2cc(C3CC3)on2)n1
    0.0936	53.9	i
> O=C(Cn1cnc(-c2ccccc2)cc1=O)N1CCC(Cc2ccccc2)CC1
    0.0733	54.6	i
> O=C(NCCc1ccsc1)C(=O)Nc1ccc2c(c1)OCO2
    0.0219	29.6	i
> CCOC(=O)C1CCN(C(=O)OC)CC1
    0.0304	36.9	i
> Cc1ccc(C(=O)N2CCN(S(=O)(=O)c3cc4c5c(c3)CCC(=O)N5CCC4)CC2)cc1C
    0.0804	81.7	i
> Cc1cc(C)c(C)c(OCC(O)CN2CCN(c3ccccn3)CC2)c1 (stereo not drawn)
    0.066	39.1	i
> Cc1nnc(NC(=O)Cn2c3c(c(=O)n(C4CCCCC4)c2=O)CCC3)s1
    0.0878	58.7	i
> Cc1cccc(OCc2occc2C(=O)N(C)Cc2cc(=O)[nH]c3ccccc23)c1
    0.0606	61.9	i
> Cc1cc(C)c2c(n1)nn1c(N3CCCCC3)cc(C)nc21
    0.308*	56.4*	+
> Cc1ccc(N2CCN(C(=O)N3CCCCC3)CC2)cc1Cl
    0.0532	66.6	i
> COc1cc(NC(=O)NCCNc2nc(C)cc(N(C)C)n2)cc(OC)c1OC
    0.175	70.7	i
> O=C(NCC(O)c1ccsc1)c1c(F)cccc1F (stereo not drawn)
    0.0704	65.3	i
> Cc1ccc(C)c(-c2nnc(NC(=O)CN3C(=O)c4ccccc4C3=O)o2)c1
    0.104	67.3	i
> Cc1nn(-c2ccc(F)cc2)c2ncc(C(=O)N(C)CCC#N)c(Cl)c12
    0.0442	43.6	i
> COc1ccc(S(=O)(=O)Nc2ccc(CC(=O)NCc3cccs3)cc2)cc1OC
    0.0811	30.5	i
> COC(=O)c1ccc2c(=O)n(CCCOC(C)C)c(=S)[nH]c2c1
    0.0781	68.8	i
> CC1CCC2(CC1)NC(=O)N(CC(=O)Nc1ccc(Cl)c(Cl)c1)C2=O (stereo not drawn)
    0.0995	52.4	i
> CN1C(=O)c2ccc(NC(=O)c3ccc(S(=O)(=O)N4CCc5ccccc5C4)cc3)cc2C1=O
    0.0673	33.6	i
> Cc1ccc(N2CCCS2(=O)=O)cc1NC(=O)Nc1ccc(Cl)cc1
    0.139	49.3	i
> Cc1cn2c3c(=O)n(CC(N)=O)c(=O)n(C)c3nc2n1-c1ccccc1
    0.12	77.6	i
> CC(=O)c1ccc(NC(=O)CN2CCC(c3nnc(-c4ccco4)o3)CC2)cc1
    0.0814	56.7	i
> CCOc1ccc(N2CCn3c2nn(Cc2ccccc2Cl)c(=O)c3=O)cc1
    0.0756	34.0	i
> COc1ccc(Br)c(C(=O)NCC(O)c2sccc2C)c1 (stereo not drawn)
    0.085	61.0	i
> Cc1cccc(Cn2nc3ccc(S(=O)(=O)N4CCCCCC4)cn3c2=O)c1
    0.0751	57.1	i

# Following part:
# Order of results – GluA2 TARP mod agonism max-min	GluA2 TARP mod glutamate slope	GluA2 TARP mod
> CS(=O)(=O)N1CCC(Cn2c(C(F)(F)F)nc3ccccc32)CC1
    0.0536	60.0	i
> Cc1cc(C)cc(OC(=O)CS(=O)c2ccc(C(F)(F)F)cc2[N+](=O)[O-])c1 (stereo not drawn)
    0.0738	41.9	i
> COc1ccc(S(=O)(=O)NCC(c2cccnc2)N2CCN(c3ccccc3F)CC2)cc1 (stereo not drawn)
    0.112	56.9	i
> COc1ccc(C)cc1NC(=O)Cn1cc(-c2ccccc2)c(N(C)C)n1
    0.0757	66.9	i
> Cc1cc(C(=O)NCC2COC3(CCCCC3)O2)ccc1[N+](=O)[O-] (stereo not drawn)
    0.103	99.1	i
> COc1ccccc1C(=O)N1CCC(Cn2cccn2)CC1
    0.117	56.8	i
> COc1ccc(OC)c(/C=N/NC(=O)CNC(=O)c2ccc(S(=O)(=O)N3CCOCC3)cc2)c1
    0.083	52.3	i
> O=C(c1csc(-c2ccccc2)n1)N1CCN(Cc2nc(-c3ccccc3)cs2)CC1
    0.132	52.7	i
> Cc1nccn1CC1CCN(S(=O)(=O)c2cccc(C(F)(F)F)c2)CC1
    0.0729	85.2	i
> COc1ccc(NC(=O)Cc2ccc(F)cc2)c2ccccc12
    0.0965	64.9	i
> Cc1cc(NC(=O)c2n[nH]c3ccccc23)ccc1Br
    0.0872	34.2	i
> Cc1nc(N2CCN(Cc3ccccc3)CC2)nc(N2CCOCC2)c1[N+](=O)[O-]
    0.151	60.7	i
> CCC(C)c1ccc(OC2OC3COC(c4ccccc4)OC3C(O)C2NC(C)=O)cc1 (stereo not drawn)
    0.0499	40.2	i
> COc1ccc(Cl)cc1NC(=O)NCC1(O)CCCC1
    0.114	66.5	i
> Cc1ccccc1-c1ccc(N2CCN(C(=O)Nc3ccc(F)c(F)c3)CC2)nn1
    0.0842	50.2	i
> Cc1cc(=O)[nH]c(-n2nc(C3CC3)cc2NC(=O)CCc2ccccc2)n1
    0.0755	58.7	i
> CC(=O)Nc1ccc2nc(NC(=O)c3ccc(S(=O)(=O)N(C)C4CCCC4)cc3)sc2c1
    0.111	58.7	i
> O=C(Cc1ccc(F)cc1)NCCCn1nc(-c2ccc(F)cc2)ccc1=O
    0.103	49.0	i
> O=C(Cc1ccccc1)Nc1cc2nn(-c3ccccc3)nc2cc1Cl
    0.0821	10.5	i
> O=C(CCc1csc(NC(=O)c2ccc[nH]c2=O)n1)NCc1cccs1
    0.209	56.4	i
> Cc1c(C)n2c3c(=O)n(CC(N)=O)c(=O)n(C)c3nc2n1-c1ccc(F)cc1
    0.091	51.3	i
> CN1CCN(n2c3c(c(SCC(=O)NC4CCCC4)nc2=O)CCC3)CC1
    0.134	49.8	i
> CCC(C)NC(=O)c1cc2cc(OC)ccc2oc1=O (stereo not drawn)
    0.0948&0.0601	52.9&101.1	i
> CC(C)c1ccccc1NC(=O)CCOc1ccccc1
    0.0287	66.1	i
> CCCCOc1ccc(C(=O)NCC2CCN(C(=O)NC(C)(C)C)CC2)cc1
    0.0662	52.8	i
> O=C1OC2CC1N(C(=O)Nc1c(F)cccc1F)C2 (stereo not drawn)
    0.12	49.0	i
> COc1ccc2nc(N(CCN3CCOCC3)C(=O)c3ccc([N+](=O)[O-])cc3)sc2c1
    0.0282	47.5	i
> CCCS(=O)(=O)N1CCc2ccc(NC(=O)c3snnc3C)cc2C1
    0.107	62.3	i
> CCCS(=O)(=O)N1CCCc2ccc(NS(=O)(=O)c3cc(C)c(C)cc3OC)cc21
    0.0587	78.8	i
> O=c1c2ccccc2nc(SCc2nc(-c3ccc(C(F)(F)F)cc3)no2)n1Cc1ccco1
    0.0866	65.1	i
> COc1ccc(CN2CCc3nc(SCC(=O)Nc4cc(C)cc(C)c4)[nH]c(=O)c3C2)cc1
    0.119	62.3	i
> Cc1cccc(S(=O)(=O)Nc2ccc3c(c2)N(S(C)(=O)=O)CCC3)c1
    0.0597	58.8	i
> COc1cccc(OCCOCC(O)CN2CCN(c3ccccc3OC)CC2)c1 (stereo not drawn)
    0.0639	62.7	i
> O=C(Cn1cnc(-c2ccccc2)cc1=O)Nc1ccccn1
    0.0832	44.9	i
> O=C(CSCc1ccccc1)NCC(O)(c1ccccc1)C(F)(F)F (stereo not drawn)
    0.158	46.6	i
> Cc1n[nH]c(C)c1S(=O)(=O)NCCOc1ccc(-c2cccs2)nn1
    0.0366	54.0	i
> CC1Cc2cc(-c3cc(CC(=O)N4CCOCC4)no3)ccc2O1 (stereo not drawn)
    0.048	32.2	i
> O=C(c1c[nH]c2ccccc12)N1CC(C(=O)N2CCc3ccccc3C2)C1
    0.105	56.6	i
> CCn1c(SCc2nc(-c3ccc(OC)cc3OC)no2)nc2ccccc2c1=O
    0.107	44.9	i
> Cc1n[nH]c(C)c1S(=O)(=O)Nc1ccc2c(c1)CN(C(=O)c1cccs1)CC2
    0.0774	56.5	i
> CC1=C(C(=O)OC2CCCCCCC2)C(c2ccccc2Cl)NC(=O)N1 (stereo not drawn)
    0.0921	60.7	i
> CCCOc1ccc(S(=O)(=O)N2CCCCC2)cc1C
    0.0522	91.7	i
> Cc1cc(C)c(N(CC(O)CNCc2ccco2)S(C)(=O)=O)c(C)c1 (stereo not drawn)
    0.0682	58.4	i
> COc1cccc(C2C3=C(CCCC3=O)OC3=C2C(=O)CCC3)c1OC
    0.0386	57.9	i

# Fetched by compound from the entries so far, 7 records:
# Order of results – GluA2 TARP mod agonism max-min	GluA2 TARP mod glutamate slope	GluA2 TARP mod
> COc1cccc(C2C3=C(CCCC3=O)OC3=C2C(=O)CCC3)c1OC
    0.0386	57.9	i
> O=C(CSCc1ccccc1)NCC(O)(c1ccccc1)C(F)(F)F (stereo not drawn)
    0.158	46.6	i
> Cc1n[nH]c(C)c1S(=O)(=O)Nc1ccc2c(c1)CN(C(=O)c1cccs1)CC2
    0.0774	56.5	i
> COc1ccc(CN2CCc3nc(SCC(=O)Nc4cc(C)cc(C)c4)[nH]c(=O)c3C2)cc1
    0.119	62.3	i
> COc1cccc(OCCOCC(O)CN2CCN(c3ccccc3OC)CC2)c1 (stereo not drawn)
    0.0639	62.7	i
> Cc1n[nH]c(C)c1S(=O)(=O)NCCOc1ccc(-c2cccs2)nn1
    0.0366	54.0	i
> CCn1c(SCc2nc(-c3ccc(OC)cc3OC)no2)nc2ccccc2c1=O
    0.107	44.9	i

# Only part of the results is shown; rates above refer to the full screens.
